ELG1 repair inh = blocks ELG1-dependent DNA repair in HEK293T cells | actives 2.3% (n = 330,000) | Potency, µM (titrated, usually from 46.1 µM), for inactives: at the highest dose activity change, negative = inhibition, hits mostly inhibitors | HEK293T ELG1-luciferase reporter, luminescence, 16 h; DNA damage induced by 5-fluorouridine; further: potency means the concentration at half of the fitted maximal effect; on the % scale 0 is the no-effect control and ±100 the full control effect; nearly all actives have a fitted effect of over 55% in size
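Reporter activity after DNA damage by 5-fluorouridine is monitored. Compound-treated cells incubate 16 hr at 37 °C, then ONE-Glo is added for 30 min before luminescence reading.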
PTAP TSG101 blk = blocks PTAP/TSG101 interaction to inhibit HIV-1 budding; Fluorescence polarization, FITC-PTAP peptide / Tsg101 binding; 340,000 tested, under 10 active; Q99816; Potency, µM (doses to about 115 µM), inactives show at the top dose activity change, negative = inhibition, hits mostly inhibitors; AID 493005; active means well fitted inhibition curve with a large enough effect in the main read-out, with a control signal flat, not every such curve was filed as active; inconclusive means small, poorly fitted or top-dose-only effect, or effect the other way, or a change in a side signal; inactive means no such curve, though single readings can be large or run the other way; further: potency means the concentration at half of the fitted maximal effect; % of control where 0% means no effect
Target sequence (Q99816 whole entry, looked up): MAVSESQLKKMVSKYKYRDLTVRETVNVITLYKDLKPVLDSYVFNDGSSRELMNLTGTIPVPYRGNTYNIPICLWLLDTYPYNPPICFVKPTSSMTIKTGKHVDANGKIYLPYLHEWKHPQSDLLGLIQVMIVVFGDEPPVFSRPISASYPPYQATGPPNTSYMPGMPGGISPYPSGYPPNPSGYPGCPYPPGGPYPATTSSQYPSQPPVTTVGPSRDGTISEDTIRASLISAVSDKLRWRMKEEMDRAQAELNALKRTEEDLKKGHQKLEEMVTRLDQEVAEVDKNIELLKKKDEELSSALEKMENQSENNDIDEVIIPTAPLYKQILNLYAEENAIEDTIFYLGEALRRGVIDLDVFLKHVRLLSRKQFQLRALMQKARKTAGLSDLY
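Steps: Tsg101 binding domain dispensed (10 uM final), compounds pinned in DMSO, FITC-labeled PTAP-motif peptide added (50 nM final); after 20 min binding at room temperature, polarization measured.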
Tb PFK inh = T. brucei PFK enzyme inhibition | O15648 | T. brucei PFK, ADP-Glo luminescence | Potency, µM (doses to about 57.5 µM), inactives show at the highest dose activity, negative = inhibition, hits mostly inhibitors | actives 0.17% (n = 330,000) | AID 485367;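 further: potency means the concentration at half of the fitted maximal effect; 0% = uninhibited 1x PFK enzyme wells and -100% = no-enzyme wells; nearly all actives have a fitted effect of over 60% in size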
Target sequence (O15648 whole entry, looked up): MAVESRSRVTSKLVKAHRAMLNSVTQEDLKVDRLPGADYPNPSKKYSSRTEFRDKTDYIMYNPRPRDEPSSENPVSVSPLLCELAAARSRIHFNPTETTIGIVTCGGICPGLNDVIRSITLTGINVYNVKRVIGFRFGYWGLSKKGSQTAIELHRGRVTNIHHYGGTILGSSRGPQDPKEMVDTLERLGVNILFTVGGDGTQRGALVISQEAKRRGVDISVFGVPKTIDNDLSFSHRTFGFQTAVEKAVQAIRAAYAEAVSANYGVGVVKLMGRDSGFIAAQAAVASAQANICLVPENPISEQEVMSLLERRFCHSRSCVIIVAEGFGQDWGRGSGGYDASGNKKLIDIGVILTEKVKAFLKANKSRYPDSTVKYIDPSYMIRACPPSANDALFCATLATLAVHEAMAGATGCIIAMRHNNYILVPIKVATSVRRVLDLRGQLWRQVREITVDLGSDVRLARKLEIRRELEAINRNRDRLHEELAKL
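In TEA buffer at pH 8.0 with 5 mM MgCl2, enzyme (1.25 nM) converted F6P (0.5 mM) and ATP (0.1 mM) for 45 min at room temperature. ADP product was read by luciferase luminescence.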
TSHR antag = blocks TSH signaling through the human TSH receptor. TSHR-expressing cells, TSH-stimulated cAMP HTRF, 2 h; active compounds read low. activity change, negative = inhibition, % at 11.5 µM. actives 0.2% (n = 330,000). AID 504810;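 active means activity change below a set negative limit, meaning inhibition stronger than a set level, cut at about -70% in these data; inconclusive means activity change between two set negative limits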; further: on the % scale 0 is the no-effect control and ±100 the full control effect
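Inhibition of cAMP made by TSHR-expressing cells under TSH stimulation (4nM final, EC80; 2 h, 37 deg C) is quantified with a one-step lysis HTRF kit, anti-cAMP cryptate versus cAMP-d2.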
Mito fusion act = inhibitors of mitochondrial division or activators of mitochondrial fusion | Potency, µM (series often up to 46.1 µM), without a hit: at the highest dose growth rescue (activation), actives largely listed as activators | AID 485298 | S. cerevisiae fusion-defective mutant growth rescue, CellTiterGlo 48 h | actives 0.23% (n = 320,000);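 further: potency means the concentration at half of the fitted maximal effect; % of control where 0% means no effect; nearly all actives have a fitted effect of over 45% in size; temperature-sensitive fusion mutants such as fzo1-1 at 37 °C on non-fermentable ethanol glycerol medium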
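Read-out: ATP-based luminescence (CellTiterGlo, 10 min ambient) reporting growth of fusion-defective ts yeast after 48 hours at 37C on glycerol/ethanol YPEG medium in the presence of compound.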
Integrin act MD = activates integrin-mediated alleviation for muscular dystrophy. alpha7betagal myoblasts, beta-gal FDG fluorescence, 48 h. Potency, µM (highest dose often 38.3 µM), for inactives: top-dose activation, usual class: activators. actives 0.064% (n = 350,000). AID 624291;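 further: potency means the concentration at half of the fitted maximal effect; 100% = response of the positive control SU9516; nearly all actives have a fitted effect of over 60% in size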
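alpha7betagal+/- myoblasts (passage 13, 250/well) treated 48 h at 37C with compounds at 1:260 dilution of DMSO stock. Lysed, then beta-galactosidase activity read as FDG fluorescence (ex 480/em 540) after 30 min, with pre-read for autofluorescence.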
S-ASM inh = human S-ASM enzyme inhibition; actives 0.006% (n = 340,000); placental ASM, HMU-PC fluorogenic substrate, 60 min; Potency, µM (series often up to 57.5 µM), without a hit: top-dose activity change, negative = inhibition, actives largely listed as inhibitors; P17405; further: potency means the concentration at half of the fitted maximal effect
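Steps: dispense placental human ASM, pin compound, wait 10 min at room temperature, add HMU-PC0 substrate at 9 uM final, incubate 60 min at 37 °C, add stop solution raising pH to 10, read fluorescence.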
BCR signal inh = chronic active BCR signaling inhibition | ABC-DLBCL IkBa-CBG/CBR reporter, luminescence ratio, 4 h | Potency, µM (series often up to 46.1 µM), inactives show top-dose ratio change, negative = lower green/red ratio, hits mostly inhibitors | actives 0.05% (n = 340,000) | AID 493014; active means well fitted inhibition curve with a large enough effect in the signal ratio, with a control signal flat, not every such curve was filed as active; inconclusive means small, poorly fitted or top-dose-only effect, or effect the other way, or a change in a side signal; the % refers to the signal ratio;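 further: potency means the concentration at half of the fitted maximal effect; plate controls were basal doxycycline-induced cells for no effect and cells given 10 µM MG132 for full effect; MG132 reads +100%, hits lower the ratio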
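Compounds up to 46 uM were incubated four hours with TMD8 cells whose green CBG68 luciferase is fused to IkappaBalpha; red CBR luminescence normalised the signal, and concentration-effect curves were fitted to fusion, red and ratio data.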
Eya2 inh = blocks the phosphatase activity of human Eya2; actives 0.006% (n = 330,000); recombinant Eya2, OMFP fluorescence dephosphorylation (OMFP is methylfluorescein phosphate); AID 488837; Potency, µM (titrated, usually from 76.9 µM), inactives show top-dose activity, negative = inhibition, hits mostly inhibitors; O00167; further: potency means the concentration at half of the fitted maximal effect; on the % scale 0 is the no-effect control and ±100 the full control effect
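Eya2 protein (added as 0.2 uM solution) was preincubated with compound for 10 min at ambient temperature in 50 mM HEPES pH 7.5, 50 mM NaCl, 5 uM MgCl2, 0.05% BSA, 1 mM DTT. OMFP (added at 50 uM) then reacted 10 min; fluorescence read at 485/525 nm.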
A-T KAP1 phos = potential ataxia-telangiectasia treatment; Potency, µM (titrated, usually from 57.5 µM), for the others: at the highest dose activation, actives largely listed as activators; AID 485349; […] A-T fibroblasts, KAP-1 phosphorylation AlphaLISA; neocarzinostatin DNA damage 30 min before lysis; actives 0.19% (n = 320,000); further: potency means the concentration at half of the fitted maximal effect; % of control where 0% means no effect; nearly all actives have a fitted effect of over 45% in size
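hTERT-immortalized A-T patient fibroblasts ([…]), 500 cells/well in OPTI-MEM, 1% FBS, got compounds for 60 min, then NCS for 30 min at 37C. Lysates were then assayed for phospho-KAP-1 by AlphaLISA (anti-pKAP1 donor, anti-KAP1 acceptor beads), 6 hr at 25C.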
TCR activator = activators of T cell receptors | primary human leukocytes, anti-CD3, IL-2 HTRF, 48 h | Potency, µM (titrated, usually from 9.22 µM), without a hit: at the top dose activation of IL-2 secretion, usual class: activators | 330,000 tested, under 10 active; further: % of control where 0% means no effect
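Readout: HTRF IL-2, Eu-cryptate/d2 antibody pair, 320nm excitation, 665nm emission. Stimulus: a-CD3 beads, no co-stimulation. Cells: primary human leukocytes. Exposure: 48 hr with compound.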
* marks the source's active call; other numbers are inactive results; ? = inconclusive; . = not tested or not shown; [ ] = dose if it differs, or a comment. Unless noted, the call rests on the fitted dose curve; in most records, active means well fitted curve in the direction sought with a large enough effect; inconclusive means small, poorly fitted or top-dose-only effect, or another doubt; inactive means no such curve, though single readings can be large; an effect the other way counts as inactive or inconclusive.

mol | ELG1 repair inh | PTAP TSG101 blk | Tb PFK inh | TSHR antag | Mito fusion act | Integrin act MD | S-ASM inh | BCR signal inh | Eya2 inh | A-T KAP1 phos | TCR activator
N/C(=N\OC(=O)CCC1CCCC1)c1ccc(Br)cc1 | -1.9% | -2.7% | 1.3% | -9.1 | -2.8% | 4.0% | -3.2% | 7.8% | 2.9% | 3.5% | 2.8%
COc1ccc(-c2c(C(F)(F)F)oc3cc(OCC(=O)Nc4ccccc4C(F)(F)F)ccc3c2=O)cc1OC | ? | 1.2% | 3.0% | 2.3 | -6.1% | 12.2% | -0.8% | 0.1% | 3.1% | -13.8% | 2.9%
CCN(CCCNS(=O)(=O)c1ccc2c(c1)CCN2C(C)=O)c1cccc(C)c1 | ? | -5.0% | 4.3% | 17.2 | 3.5% | -14.9% | -1.3% | -6.0% | -17.5% | -18.4% | 13.7%
COc1ccc(-c2noc3c2-c2nc(-c4ccccc4F)sc2CC3)cc1 | -0.1% | 3.7% | 0.8% | 9.6 | 3.2% | 10.5% | ? | 7.3% | 7.1% | 8.9% | -1.0%
O=C(CN1C(=O)NC2(CCCC2)C1=O)Nc1nc(-c2ccc(F)cc2)cs1 | ? | -6.6% | 0.4% | -7.6 | 4.3% | 0.0% | -4.7% | ? | -9.4%[15.4 µM] | 33.4% | .
O=C(CSc1ccc2nnc(-c3ccccn3)n2n1)NCC1CCCO1 (configuration not stated) | 14.8% | -4.2% | 8.0% | 19.0 | -2.3% | -9.3% | -2.3% | 2.9% | -1.7% | 4.1% | -1.2%
COCCCNC(=O)Cn1cc(C(C)=O)c2ccccc21 | -6.7% | . | -5.1% | 8.1 | -1.2% | ? | -3.6% | 4.3% | 0.9% | 7.5% | .
CCOC(=O)c1ccc(Oc2cn[nH]c2-c2ccc(OCC(=O)NN)cc2O)cc1 | -14.1% | -0.3% | 5.4% | -5.5 | ? | -9.8% | -19.2% | ? | -10.8% | -8.8% | 11.7%
COc1ccc(NC(=O)NC(C(F)(F)F)C(F)(F)F)cc1 | -3.9% | -11.6% | 20.5% | -3.3 | -1.4% | -13.9% | 3.7% | ? | -6.5% | 1.1% | 1.9%
O=C(NN=C1CCCC1)c1ccc([N+](=O)[O-])cc1 | 11.6% | 0.1% | -4.9% | -1.3 | -4.8% | 23.9% | 4.7% | ? | 5.8% | 0.6% | -3.8%
COc1ccc(NC(=O)CN2CCCC2c2cccs2)cc1S(=O)(=O)N1CCCCC1 (configuration not stated) | ? | 2.9% | 3.0% | -28.7 | 1.9% | -9.4% | -2.3% | ? | 4.2% | 1.6% | -2.9%
COc1cc2c(C(F)(F)F)c(-c3ccc(C#N)cc3)oc(=O)c2cc1OC | ? | -6.6% | 0.6% | 7.0 | . | -13.2% | 4.3% | 0.9% | 5.5% | -3.6% | -3.0%
Cc1cc(NC(=O)CSc2ccc3ccccc3c2)no1 | 1.6% | -1.6% | -14.1% | 1.0 | -9.3% | 4.4% | -3.3% | ? | -10.4% | -5.1% | -0.9%
NC(=O)N[C@@H](Cc1c[nH]c2ccccc12)C(=O)OCC(=O)N1CCCCC1 | 1.9% | -1.3% | 3.4% | 5.2 | 8.3% | 12.6% | 0.8% | -3.7% | -8.2% | -2.1% | -3.0%
O=C(NCc1nc2ccccc2[nH]1)C1=C[C@@H](c2ccccc2)C[C@@H](OCCCCO)O1 | -6.0% | -4.0% | 10.4% | -25.9 | 2.2% | 11.0% | -0.1% | ? | -0.9% | . | -6.5%
CC(C)(C)OC(=O)N1CCNc2ccccc2C1 | 14.3% | 0.3% | -4.2% | -0.1 | 8.7% | -9.6% | 2.4% | 8.9% | 19.5% | 0.9% | -1.6%
O=C(NCc1ccco1)C(c1ccncc1)N(C(=O)Cn1nnc2ccccc21)c1ccccc1 (configuration not stated) | -4.8% | -5.4% | 0.8% | -7.2 | 0.8% | -4.3% | -6.8% | 12.0% | 4.4% | -7.4% | -4.1%
CC(=O)n1c(-c2ccccc2)c(CO)c2ccccc21 | -2.9% | -3.7% | -0.9% | -0.4 | -7.3% | -4.2% | 1.6% | ? | -4.0% | -5.5% | 2.5%
OCC1CCCN1C(=S)Nc1ccccc1 (configuration not stated) | 20.0% | -3.6% | -8.0% | 4.8 | 0.8% | 7.3% | 0.7% | 0.0% | 1.8% | 5.2% | 1.9%
O=C(NC1CC1)C1CCN(C2CCN(C(=O)CCOc3ccccc3)CC2)CC1 | 13.4% | -5.5% | 0.0% | 10.5 | 4.4% | ? | 5.0% | -7.8% | 11.8% | 1.1% | -7.9%
CC(C)CCOP(=O)(c1ccc(N(C)C)cc1)C(O)c1c(Cl)cccc1Cl (configuration not stated) | -4.5% | -8.2% | 1.0% | -2.8 | -7.6% | -17.5% | -1.9% | -2.7% | -6.7% | 2.3% | -3.1%
COc1cc(OC)cc(C(=O)OCn2nnc3ccccc3c2=O)c1 | 5.2% | -6.3% | 0.4% | 7.9 | ? | 25.9% | -2.3% | -7.5% | -1.2% | 5.7% | 0.0%[46.1 µM]
Cc1c(C2C(C#N)=C(N)OC3=C2C(=O)CCC3)cnn1C (configuration not stated) | -4.4% | -3.6% | ? | 3.6 | 4.8% | -9.3% | 2.1% | 0.9% | 5.0% | 6.0% | -6.5%[46.1 µM]
Cc1ccc(C(C)NC(=O)C2CCCC2)cc1C (configuration not stated) | -16.3% | -1.0% | 0.2% | 17.4 | 3.3% | 10.2% | -1.1% | -0.1% | -2.4% | -9.4% | -0.7%
O=C(O)CCN1C(=O)C2C3CC(C2C1=O)C1C(c2ccccc2)c2sc(=O)[nH]c2SC31 (configuration not stated) | 11.0% | -3.4% | 3.3% | 6.4 | 3.8% | -13.6% | 9.8% | 0.7% | -5.5% | -5.2% | 0.7%
COc1ccc(N2C(=O)CSC2c2cccs2)cc1 (configuration not stated) | 2.4% | -5.6% | -4.5% | -8.1 | -18.4% | 2.4% | 3.5% | 1.3% | 3.9% | 0.5% | -1.0%[46.1 µM]
COC(=O)c1ccc(NC(=O)COc2ccc3c(c2)OCO3)cc1 | -5.2% | -7.2% | 0.8% | 21.7 | -19.2% | ? | -3.1% | -6.2% | 0.9% | 20.0% | -1.7%
Cc1ccc(/C=N/n2c(-c3cccnc3)n[nH]c2=S)s1 | 21.6% | -1.6% | -19.8% | 22.3 | -0.2% | -6.8% | -1.1% | ? | 7.6% | -1.9% | 2.6%[46.1 µM]
CCOC(=O)C(C#N)C(c1cccnc1)c1c(C)[nH][nH]c1=O (configuration not stated) | 8.8% | -0.4% | 15.1% | -3.6 | -1.9% | 19.9% | 3.7% | -0.5% | 5.5% | 8.9% | 0.9%
O=C(COc1ccccc1)N1CCN(c2ncccn2)CC1 | 0.0% | 3.6% | 1.9% | 2.4 | -2.5% | 12.4% | -1.2% | 3.7% | 0.1% | 1.9% | -3.8%
O=C(NC12CC3CC(CC(C3)C1)C2)c1ccccc1O | ? | -0.8% | 3.3% | 27.1 | 5.7% | -31.6% | -17.6% | ? | 13.6% | ? | -7.2%
CCCCN(CCCC)S(=O)(=O)c1ccc(SCC(=O)OCC)c([N+](=O)[O-])c1 | 1.3% | -6.0% | 2.1% | 7.1 | -1.5% | 7.8% | -3.6% | 17.9% | -13.2% | -5.6% | -5.2%
Cc1ccc(SCCC(=O)N/N=C/c2cccnc2)cc1 | 6.5% | -6.4% | 2.1% | -10.7 | -4.8% | 6.3% | 3.2% | -11.7% | -4.0% | -0.8% | -2.9%

Screens deposited in PubChem BioAssay by National Center for Advancing Translational Sciences (NCATS).

Hits appear at their usual frequency. Share with any hit: about 3.2%.
